PLK1 PBD inh: inhibitors of human PLK1 polo-box domain binding. P53350. Plk1 PBD binding of FITC phosphopeptide, fluorescence polarization. Potency, µM, for the others: max response, negative = inhibition, most hits filed as inhibitors. 360,000 tested, 2.8% active; further: potency means the concentration at half of the fitted maximal effect; series mostly up to about 57 µM; on the % scale 0 is the no-effect control and ±100 the full control effect; nearly all actives have a fitted effect of over 65% in size
Target sequence (P53350 whole entry, looked up, the tested form may be a part): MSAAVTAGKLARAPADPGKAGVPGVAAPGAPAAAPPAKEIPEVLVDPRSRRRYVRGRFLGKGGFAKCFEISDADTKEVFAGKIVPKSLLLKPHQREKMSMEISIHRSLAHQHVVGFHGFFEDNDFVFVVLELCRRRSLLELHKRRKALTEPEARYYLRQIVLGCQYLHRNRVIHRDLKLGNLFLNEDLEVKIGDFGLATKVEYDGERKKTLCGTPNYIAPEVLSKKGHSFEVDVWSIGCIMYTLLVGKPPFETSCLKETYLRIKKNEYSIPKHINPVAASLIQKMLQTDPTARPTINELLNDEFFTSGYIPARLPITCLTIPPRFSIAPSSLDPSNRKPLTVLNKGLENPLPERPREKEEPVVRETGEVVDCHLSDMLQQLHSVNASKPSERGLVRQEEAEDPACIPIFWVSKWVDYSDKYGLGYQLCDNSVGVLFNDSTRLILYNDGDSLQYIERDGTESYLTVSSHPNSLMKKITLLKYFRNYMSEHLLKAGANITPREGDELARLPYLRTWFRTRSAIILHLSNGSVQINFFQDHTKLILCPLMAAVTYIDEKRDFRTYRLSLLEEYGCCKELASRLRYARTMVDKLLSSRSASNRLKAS
Abeta yeast res: A-beta toxicity reversal in yeast | yeast expressing A-beta42, growth rescue, OD600, 48 h; response scale: 0% DMSO, 100% iron-clioquinol control | Potency, µM (top dose mostly 46.1 µM), for the others: at the highest dose growth rescue, most hits filed as activators | 410,000 tested, 0.063% active | AID 1347071; further: potency means the concentration at half of the fitted maximal effect; nearly all actives have a fitted effect of over 55% in size
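Yeast growth medium received pinned compounds, then yeast cells expressing toxic A-beta were added; plates incubated at 30 C for 48 hr. Growth read as absorbance at 600 nm, normalized to DMSO and equimolar FeCl3 plus clioquinol controls.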
PI5P4K alpha inh: inhibitors of human PI5P4K alpha | PI5P4Kalpha enzyme, ADP-Glo luminescence, 60 min; stronger effect = lower value | max response, % | 330,000 tested, 1.2% active | AID 652105; active means max response of -50% or lower; inconclusive means between -30% and -50%; inactive means -30% or higher; further: value at the top dose of about 77 µM; on the % scale 0 is the no-effect control and ±100 the full control effect
Target sequence (P48426 whole entry, looked up): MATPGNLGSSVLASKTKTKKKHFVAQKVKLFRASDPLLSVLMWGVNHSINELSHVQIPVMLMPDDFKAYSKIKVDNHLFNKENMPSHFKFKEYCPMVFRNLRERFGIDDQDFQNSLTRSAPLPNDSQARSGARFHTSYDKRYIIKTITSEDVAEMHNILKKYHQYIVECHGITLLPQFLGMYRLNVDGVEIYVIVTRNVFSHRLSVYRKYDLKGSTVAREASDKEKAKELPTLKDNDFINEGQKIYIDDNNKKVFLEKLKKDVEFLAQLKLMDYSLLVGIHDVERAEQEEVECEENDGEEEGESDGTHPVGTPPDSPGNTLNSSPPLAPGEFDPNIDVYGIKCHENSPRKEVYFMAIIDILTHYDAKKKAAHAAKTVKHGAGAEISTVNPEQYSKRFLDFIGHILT
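Single end-point luminescence (ADP-Glo) quantified ADP from PI5P4Kalpha turnover; ATP 5 microM final, 1 h at RT, 0.1% CHAPS and 0.28 mM EGTA in HEPES pH 7.4.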
aSyn yeast inh: alpha-synuclein toxicity inhibition in yeast; Yeast expressing alpha-synuclein, growth rescue, BacTiter-Glo, 24 h; Potency, µM (highest dose often 46.1 µM), for the others: at the highest dose growth rescue (activation), most hits filed as activators; 370,000 tested, 0.14% active; AID 652106; further: potency means the concentration at half of the fitted maximal effect; % of control where 0% means no effect; nearly all actives have a fitted effect of over 65% in size
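Rescue of yeast growth: cells expressing toxic alpha-synuclein, induced in galactose at OD600 0.02, incubated with compound 24 h at 30 C. ATP luminescence quantified growth; inhibitors of toxicity appear as activators.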
EPAC1 ag: agonists of human EPAC1; O95398; EPAC1 agonist qHTS, biochemical assay; response scale: 100% = response to 6.5 mM cAMP; Potency, µM (titrated, usually from 154 µM), without a hit: top-dose activation, actives largely listed as activators; 360,000 tested, 0.073% active; AID 720707; further: potency means the concentration at half of the fitted maximal effect; nearly all actives have a fitted effect of over 60% in size
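Normalized to 6.5 mM cAMP, activity reflects EPAC1-catalysed release of BODIPY-GDP from Rap1B, followed kinetically over 30 min at 480 nm excitation, 540 nm emission. Reaction contained 100 nM EPAC1, 250 nM Rap1B-BODIPY-GDP, 50 uM GDP.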
FUS yeast rescue: suppressors of FUS proteinopathy in yeast | S. cerevisiae FUS-expressing, growth rescue, OD600, 24 h | Potency, µM (series often up to 76.6 µM), without a hit: at the highest dose growth rescue (activation), most hits filed as activators | 390,000 tested, 0.24% active | AID 1347120;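 further: potency means the concentration at half of the fitted maximal effect; plate controls were DMSO vehicle for no effect and reference control for full effect; nearly all actives have a fitted effect of over 55% in size; some results filed as inactive show a strong effect at the top dose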
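S. cerevisiae expressing FUS from galactose induction served as the toxicity model. Growth after 24hr at 30C, read as absorbance at 600 nm, indicates suppression of toxicity; compounds dosed at several concentrations.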
EPAC1 antag: EPAC1 (human) antagonism; O95398; EPAC1 GEF assay, Rap1b-BODIPY-GDP exchange fluorescence; Potency, µM (series often up to 115 µM), without a hit: at the highest dose activity change, negative = inhibition, hits mostly inhibitors; 360,000 tested, 0.14% active; AID 720709;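 further: potency means the concentration at half of the fitted maximal effect; plate controls were vehicle for no effect and positive control for full effect; nearly all actives have a fitted effect of over 50% in size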
IL2 activator: IL-2 activation. IL-2 activation reporter assay, cell-based qHTS; stimulated with anti-CD3/CD4/CD28 beads; in transgenic mouse T cells. 360,000 tested, 0.065% active. activation, % (series mostly up to about 46 µM). AID 652025; in the data active means activation above about 50%; inconclusive means mostly about 30% to 49%; further: 0% is about no effect
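Unstimulated transgenic mouse T cells preincubated 60 min with compound, then stimulated with anti-CD3/anti-CD4-coated beads plus anti-CD28 for 18 h at 37 degrees C. IL-2 response read as EGFP and DsRed fluorescence by plate cytometry.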
WRN helicase inh: blocks human WRN helicase | AID 651768 | WRN helicase unwinding, fluorescent forked duplex, kinetic | 360,000 tested, 0.46% active | Potency, µM (top dose mostly 114 µM), for the others: top-dose activity change, negative = inhibition, usual class: inhibitors; further: potency means the concentration at half of the fitted maximal effect; on the % scale 0 is the no-effect control and ±100 the full control effect; nearly all actives have a fitted effect of over 55% in size
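Fluorescence dequenching readout, ex 525 nm/em 598 nm, kinetic mode: forked duplex DNA (100 nM final) with adjacent fluorophore and quencher unwound by WRN (20 nM final) with 2 mM ATP. Compound preincubation 15 min, room temperature.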
Active calls of the source: *; ? = inconclusive; · = not tested or not shown; [ ] = another dose, or the depositor's remark. Unless noted, the call rests on the fitted dose curve; in most records, active means well fitted curve in the direction sought with a large enough effect; inconclusive means small, poorly fitted or top-dose-only effect, or another doubt; inactive means no such curve, though single readings can be large; an effect the other way counts as inactive or inconclusive.

canonical_smiles	PLK1 PBD inh	Abeta yeast res	PI5P4K alpha inh	aSyn yeast inh	EPAC1 ag	FUS yeast rescue	EPAC1 antag	IL2 activator	WRN helicase inh
Cc1ccc(-n2[nH]c(C)c(/C=N/c3ccccn3)c2=O)cc1	0%	-41%[inhibitor]	·	-39%[inhibitor]	9%	-19%	6%	4.0	-9%
O=S(=O)(c1ccccc1)N1CCN(c2nc3ccccc3s2)CC1	1%	-7%	12	1%	2%	5%	9%	-2.3	10%
CCCCC(CCC(=O)Nc1ccn(-c2ccccc2)n1)C(=O)O (configuration not stated)	-16%	-5%	-2	-2%	7%	15%	-17%	-0.1	2%
O=C(Nc1cccc2ncccc12)c1cc2ccccc2o1	-8%	2%	4	-4%	-5%	35%	-1%	0.0	-14%
Clc1ccccc1Cc1noc(CN2CCCCC2c2ccccn2)n1 (configuration not stated)	-2%	19%	3	-4%	15%	-3%	14%	-0.3	7%
COc1ccc(NC(=O)c2c(C)noc2-c2snnc2C)cc1	-10%	-18%	0	1%	9%	32%	-20%	-0.2	3%
CCOC(=O)c1c(N/N=C/c2cccnc2)n[nH]c1C	2%	-6%	-9	-1%	-1%	-10%	-4%	0.3	-2%
CCc1ccc2oc(=O)cc(CN3CCN(c4ccc(F)cc4)CC3)c2c1	1%	13%	4	5%	1%	19%	-4%	1.0	-5%
COc1ccc(NC(=O)c2cccc(S(=O)(=O)N(C)c3ccccc3)c2)cn1	-2%	16%	2	-4%	10%	·	-28%	0.5	1%
COc1ccccc1N1CCN(C(=O)C2CCN(S(=O)(=O)c3ccccc3)CC2)CC1	-3%	4%	·	5%	-1%	21%	5%	0.4	-4%
O=C(COc1ccc(Br)cc1CO)Nc1ccc(S(=O)(=O)N2CCCCC2)cc1	3%	6%	-2	12%	-3%	5%	12%	-0.6	-10%
CCOc1ccc(S(=O)(=O)N(C)c2ccc(OCC(=O)NCC3CCCCC3)cc2)cc1	0%	28%	-1	0%	-5%	26%	-25%	-0.7	-16%
COc1ccc(OC)c2[nH]c(=O)c(CCNC(=O)CC(C)C)cc12	-11%	-6%	1	5%	4%	-12%	1%	-0.2	-2%
O=C(NNC(=O)c1ccc(NC(=O)c2ccccc2)cc1)Nc1ccccc1	-14%	19%	7	2%	6%	-33%	-6%	0.0	-31%
CCc1cc(=O)oc2cc(OCC(=O)NCCCn3ccnc3)c(Cl)cc12	-8%	1%	4	0%	13%	-1%	8%	-1.1	1%

Next part:
canonical_smiles	PLK1 PBD inh	Abeta yeast res	PI5P4K alpha inh	aSyn yeast inh	EPAC1 ag	FUS yeast rescue	EPAC1 antag	IL2 activator	WRN helicase inh
O=C1/C(=C\c2cccnc2)SC(=S)N1C1CCS(=O)(=O)C1 (configuration not stated)	-19%	2%	·	-3%	0%	12%	3%	-1.1	-2%
CCCNC(=S)N1CCC(C(=O)c2ccc(OC)cc2)CC1	-6%	10%	2	-6%	2%	9%	7%	-5.5	-26%[57.1 µM]
Cc1cc(NC(=O)COC(=O)CCS(=O)(=O)c2ccc(Cl)cc2)no1	1%	4%	-8	8%	-1%	4%	-8%	2.6	6%
O=c1[nH]c2cc3c(cc2cc1CN(Cc1nnnn1CC1CCCO1)C1CCCCC1)OCO3 (configuration not stated)	-26%	?	3	3%	-2%	-5%	3%	3.7	0%
CCc1ccccc1NC(=O)c1cnn(-c2ccccc2)c1C	-9%	-12%	0	-37%[inhibitor]	-1%	-8%	-10%	6.3	-4%
CC(=O)Nc1cccc(OCCCOc2ccc([N+](=O)[O-])cc2)c1	3%	5%	11	4%	3%	-22%	-5%	-4.0	9%
Cc1nc2c(c(-c3ccccc3)c1C#N)C(=O)c1ccccc1-2	-6%	-5%	-3	-4%	-5%	-5%	4%	3.0	7%
CCOc1ccc2nc(SCC(=O)NCc3ccccc3)[nH]c2c1	5%	-3%	0	1%	-2%	4%	-18%	-0.5	-1%
S=c1[nH]nc(-c2ccncc2)n1Cc1ccco1	-3%	6%	·	-5%	0%	13%	?	-0.5	5%
COc1cccc(C(=O)NCCNC(=O)c2ccco2)c1	-21%	10%	0	-6%	3%	15%	-25%	0.1	4%
CCOC(=O)c1ccc(N2CN(C3CCCCC3)CNC2=S)cc1	-11%	0%	-10	-7%	12%	·	19%	-0.2	13%
O=C(NC1CCCCC1)C(c1ccncc1)N(Cc1ccc(F)cc1)C(=O)c1ccccn1 (configuration not stated)	-1%	6%	3	3%	9%	10%	0%	0.8	-6%
O=C(CNC(=O)c1ccc(Cl)cc1)c1ccccc1	-6%	3%	-2	-5%	0%	-10%	-12%	-0.9	7%
CCCOc1cccc(C(=O)Nc2ccc(Br)cc2F)c1	1%	4%	7	0%	4%	0%	2%	-0.4	-17%[57.1 µM]
C/C(=N\NC(=O)C1CC1)c1ccc2c(c1)OCCO2	-3%	-9%	-2	0%	1%	-37%	9%	-4.4	-3%

Other results follow.
canonical_smiles	PLK1 PBD inh	Abeta yeast res	PI5P4K alpha inh	aSyn yeast inh	EPAC1 ag	FUS yeast rescue	EPAC1 antag	IL2 activator	WRN helicase inh
Cc1ccc2[nH]c3c(=O)n(CC(=O)N4CCN(C)CC4)ncc3c2c1	0%	4%	3	0%	0%	-6%	-5%	0.1	-1%
CCSc1nnc(-c2cccc(S(=O)(=O)N(C)C)c2)n1-c1cc(OC)ccc1OC	-2%	-3%	·	-2%	9%	42%	17%	0.1	6%
Cc1ccc(-c2csc(NCCc3nc4cc(Cl)c(Cl)cc4n3CCCO)n2)cc1	-14%	7%	21	?	3%	20%	8%	0.5	-13%
O=C1NC2=C(CCc3ccccc32)C(c2ccc(Br)cc2)N1 (configuration not stated)	?	-7%	-10	14%	0%	·	-3%	-0.2	?
O=C1NC(NS(=O)(=O)c2ccccc2)(C(F)(F)F)C(=O)N1Cc1cccnc1 (configuration not stated)	-9%	6%	0	0%	6%	18%	-10%	-1.4	-9%
OCCc1ccc(NCCc2ccco2)cc1	-5%	-13%	-6	-7%	7%	-15%	0%	0.0	-2%
COC(=O)CSc1nnc(CNC(=O)c2cccs2)n1-c1cccc(C)c1	2%	0%	1	-1%	3%	·	17%	-0.1	5%
CCOCCn1c(SCC(=O)OCc2ccccc2)nc2c1c(=O)[nH]c(=O)n2C	21µM*	5%	-7	6%	-1%	-16%	9%	-2.2	11%
CCOC(=O)C1(C)CCN1C(=O)c1cccc(C(F)(F)F)c1 (configuration not stated)	-3%	6%	2	2%	12%	-23%	1%	1.2	-4%
Oc1ccccc1N1CCN(c2ncnc3scc(-c4ccc(F)cc4)c23)CC1	4%	-24%	-2	16%	7%	?	2%	-0.5	-8%
O=C(COC(=O)c1cccs1)NCC1CCCO1 (configuration not stated)	-9%	-7%	-8	0%	0%	-16%	-10%	0.1	-2%
COc1ccc(CCn2c(C3CCCCC3)nc3c(c(=O)c4ccccc4n3C)c2=O)cc1OC	3%	-3%	1	10%	-1%	35%	-7%	-0.1	-6%
Cc1ccc(NC(=O)CCNS(=O)(=O)c2ccc3[nH]c(=O)oc3c2)cc1F	-14%	1%	0	4%	4%	-7%	-1%	-1.2	-22%
COc1cccc(/C=C2\SC(=S)N(CCC(=O)N3CCCCC3CCO)C2=O)c1 (configuration not stated)	-14%	-8%	5	16%	10%	31%	-11%	-2.4	-11%
COc1cc(CN2CCC(Cc3ccccc3)CC2)cc(OC)c1OC	-3%	-7%	3	-1%	18%	-8%	2%	0.9	-3%

(list continues)
canonical_smiles	PLK1 PBD inh	Abeta yeast res	PI5P4K alpha inh	aSyn yeast inh	EPAC1 ag	FUS yeast rescue	EPAC1 antag	IL2 activator	WRN helicase inh
O=C(COC(=O)c1cc(Cl)ccc1Cl)NCCN1C(=O)CSC1=O	-4%	0%	10	3%	-5%	10%	1%	-0.6	-14%
CCOc1ccc2c(c1)C(C)=CC(C)(C)N2S(=O)(=O)c1ccc(NC(C)=O)cc1	5%	24%	10	2%	-8%	32%	-19%	-0.6	-4%
COc1ccc2c(c1)CC/C2=N\OC(=O)c1ccccc1C	-12%	-6%	6	-21%	-1%	1%	9%	-0.2	6%
CC1(C(=O)Nc2cccc(OC(F)(F)F)c2)Cc2c(-c3cccc(C(N)=O)c3)ccnc2O1 (configuration not stated)	5%	-11%	3	-2%	-16%	1%	-9%	-0.2	-4%
C=CCNC(=S)/N=c1/scc(C)n1C	-15%	?	-2	0%	1%	11%	5%	0.6	1%
Cc1ccc(C(NC(=O)c2ccccc2)C(Cl)Cl)cc1 (configuration not stated)	1%	-15%	1	-2%	1%	19%	9%	0.4	?
Cc1nc2cc(-c3cccs3)[nH]n2c(=O)c1C	-7%	2%	4	0%	4%	·	-4%	0.6	-19%
Cc1ccc(S(=O)(=O)N2CCOCC2)cc1NC(=O)c1cc([N+](=O)[O-])ccc1N1CCOCC1	-9%	4%	3	-1%	1%	3%	8%	0.3	6%
Cc1[nH]c2ccc(C(=O)NCCCN(C)C3CCCCC3)cc2c1C	-15%	7%	-11	-1%	2%	25%	-22%	-1.8	-4%
COc1ccc(C(=O)NCCS(=O)(=O)N2CCc3ccccc3C2)c(OC)c1	-2%	-2%	2	5%	1%	24%	2%	-1.1	6%
Cc1cc(C)n2nc(C(=O)OCC(=O)NCc3ccc(F)cc3)nc2n1	3%	2%	3	1%	5%	3%	-4%	-0.7	-2%
O=Cc1c(NCCc2ccc(F)cc2)c2ccccc2[nH]c1=O	-9%	6%	-2	0%	2%	13%	-13%	2.2	-24%
COC(=O)c1ccc(N2CCC(c3cc(-c4ccc(OC)cc4)n[nH]3)CC2)c([N+](=O)[O-])c1	1%	34%	·	2%	8%	23%	-28%	0.4	-7%
N/C(=N/OC(=O)c1ccccc1Cl)c1ncc([N+](=O)[O-])s1	-18%	-32%[inhibitor]	0	-11%	-11%	-4%	-22%	-2.1	-10%
O=C(Nc1ncn[nH]1)c1ccc(S(=O)(=O)N2CCOCC2)cc1	-9%	-13%	2	-4%	-1%	-11%	-2%	1.1	7%
